Autophagy HCS – autophagy modulation, high-content screen | MEF GFP-LC3 puncta imaging; test concentration mostly 10 µM | calls only at 10 µM (by protocol) | hit rate 0.98% among 190,000 | AID 463193;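 active means percentage of spot-positive cells more than 3 SD above its plate mean, without a fluorescence outlier flag or 80% toxicity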;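 further: spot-positive cell cutoff set from DMSO-treated cells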
WT yeast gro inh – growth inhibition of WT yeast, mitochondrial fusion screen; hit rate 2.1% among 190,000; AID 1362; inhibition, % at 10 µM; mitochondrial fusion phenotypic screen, WT strain; in the data active means inhibition above about 58%; tested in S. cerevisiae
MT stabilizer – stabilizes microtubules in HeLa cells; HeLa tubulin immunostaining HCS, 24 h; share of cells brighter than vehicle mean+2SD; % tubulin-high responders, % at 10 µM; hit rate 0.83% among 200,000; AID 2205;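 active means plate Z-score above 3 for both tubulin-high and condensed-nucleus cell shares, with cell loss under 80%, at 10 µM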;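 further: anti alpha tubulin signal scored within the nucleus-defined area of each cell; some results filed as inactive read as strong as hits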
HEK293 NOD2/NF-kB – NOD2 signaling inhibitors, cell-based, luminescence, uHTS, HEK293 (AID 1566). one-dose inhibition, % at 4 µM; EC50 in µM for titrated hits. HEK293 NOD2/NF-kB luciferase reporter, luminescence; higher % means a stronger effect. hit rate 0.63% among 290,000; in the data active means inhibition above about 50%; further: many of its hits are not listed in these tables
Dynein cargo inh – dynein cargo transport inhibition | 3617.4 mouse cells, GR-EGFP nuclear translocation imaging; test concentration mostly 20 µM; stimulated with dexamethasone, 1 µM; hits give low values | z-score, hits read low | hit rate 0.47% among 220,000;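 active means plate z-score of nuclear minus cytoplasmic receptor signal below a set negative limit, without overly bright fluorescence or cell loss, cut at about -3.5 in these data, passing the limit was not always enough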;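 further: z-score of nuclear minus cytoplasmic ring GR-EGFP intensity difference per well; some compounds called inactive have numbers as strong as hits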
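medium = tetracycline-free induction medium containing charcoal-stripped FBS | probe or stimulus = dexamethasone, 1.0 µM final | timing = 48 h induction, then 1 h compound, then 30 min agonist, 37 °C | detection = automated 10x imaging of fixed Hoechst-stained cells | read-out basis = nuclear versus cytoplasmic GR-EGFP signal, averaged per well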
Insulin prom up – MIN6 insulin promoter up-regulation. MIN6 insulin promoter-GFP reporter, high-content imaging; hits give high values. z-score at 5 µM. hit rate 0.3% among 190,000;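 active means z-score above 3 at 5 µM with at least 500 cells counted in the well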
b-catenin transl – beta-catenin nuclear translocation modulation | hit rate 0.3% among 190,000 | nuclear translocation activity, % at 5 µM | HeLa beta-catenin nuclear translocation, immunofluorescence imaging;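 active means nuclear translocation activity above 50% at 5 µM, with a well cell count of 50 or more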;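 further: per-cell ratio of nuclear to cytoplasmic median beta-catenin stain intensity; plate controls were DMSO negative control for no effect and GSK-3 inhibitor IX positive control for full effect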
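System: HeLa cells, endogenous beta-catenin; compound dosing: 5 µM primary single dose, 0.1% DMSO, 0.02–20 µM confirmation series; incubation: 24 h compound exposure at 37°C, 5% CO2; signal: beta-catenin immunofluorescence imaging with DAPI; evaluation: % activation, nuclear-to-cytoplasmic median beta-catenin signal ratio per cell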
Hep lipid drop – modulators of hepatic lipid droplet formation. AML12 mouse hepatocytes, oleate lipid droplets, BODIPY imaging. inhibition, % at 6.5 µM. hit rate 0.4% among 240,000. AID 1656;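 active means lipid droplet intensity inhibited by at least 50%, with more than 500 cells counted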
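System: AML12 hepatocytes (mouse). Probe or stimulus: oleic acid at 100 µM to induce lipid droplet formation. Times: overnight treatment with compound plus oleate. Detection: Image-based BODIPY and DAPI two-channel analysis. Evaluation: percent inhibition of filter-corrected integrated lipid droplet intensity per well.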
Yfh1-depleted yeast – mitochondrial function rescue without frataxin homolog – Friedreich's ataxia, plus single-dose screen, dose response (AID 1465). S. cerevisiae Yfh1-off respiration, WST-1 reduction, 72 h; higher fold induction means a stronger effect. fold induction at 50 µM; hits with a dose series show EC50 in µM. hit rate 0.074% among 220,000;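 active means fold induction of absorbance versus untreated yeast above a set limit, then at least 30% activation at any dose in follow-up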;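 further: activators that raise dye reduction in frataxin-depleted yeast; strong numbers were not always called active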
WT yeast gro inh mutant strain – recorded beside WT yeast gro inh, whose call it bears; inhibition, %; mitochondrial fusion phenotypic screen, mutant strain inhibition
Dynein cargo inh cytoplasmic EGFP – second read-out of Dynein cargo inh, no call of its own (marks repeat the call); z-score; measured here: cytoplasmic GR-EGFP intensity; hits give high values
Dynein cargo inh nuclear GR-EGFP – recorded beside Dynein cargo inh, whose call it bears; z-score; measured here: nuclear GR-EGFP intensity;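 lower value marks the stronger effect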
Dynein cargo inh cell count – further read-out of Dynein cargo inh, marked with its call; z-score; measured here: cell count per field
Insulin prom up cell count – second read-out of Insulin prom up, no call of its own (marks repeat the call); cell count; measured here: cytotoxicity, nuclei count;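 total cells summed across four imaged fields per well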
Hep lipid drop cells 6.5 µM – also measured in Hep lipid drop; calls as there; cell count; measured here: cell count, cytotoxicity flag;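 cells counted across two imaged fields per well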
b-catenin transl cell count 5 µM – also measured in b-catenin transl; calls as there; cell count; measured here: cell count, cytotoxicity flag
MT stabilizer Hoechst-high % – second read-out of MT stabilizer, no call of its own (marks repeat the call); % Hoechst-high responders; measured here: nuclear condensation Hoechst responders;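 share of cells brighter than vehicle mean plus two SD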
MT stabilizer cytotoxicity % – further read-out of MT stabilizer, marked with its call; toxicity, %; measured here: cytotoxicity by cell density;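 0% = mean cell density of plate MIN control wells and 100% = no cells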
Autophagy HCS cell loss 18 h – also measured in Autophagy HCS; calls as there; toxicity, %; measured here: cell loss, nuclei count;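 cell loss after 18 h compound exposure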
An asterisk follows results filed as active; i = inactive; / = no result given.

SMILES	Autophagy HCS	Autophagy HCS cell loss 18 h	WT yeast gro inh	WT yeast gro inh mutant strain	MT stabilizer	MT stabilizer Hoechst-high %	MT stabilizer cytotoxicity %	HEK293 NOD2/NF-kB	Dynein cargo inh	Dynein cargo inh cytoplasmic EGFP	Dynein cargo inh nuclear GR-EGFP	Dynein cargo inh cell count	Insulin prom up	Insulin prom up cell count	b-catenin transl	b-catenin transl cell count 5 µM	Hep lipid drop	Hep lipid drop cells 6.5 µM	Yfh1-depleted yeast
Cn1cc(C(=O)N/N=C/C(Br)=C/c2ccccc2)ccc1=O	i	-4	-5	9	2.0	2.6	6.4	9%	-0.78	-0.18	-0.12	-0.14	-0.22	1451	3.7	1017	-6	569	i
O=C(Nc1ccc(Cl)cc1)c1cc2c(cc1O)[nH]c1ccccc12	/	/	/	/	/	/	/	28%	1.1	-0.64	0.2	-0.69	-0.57	912	0.9	1294	0	693	i
O=C(CN(Cc1ccco1)C(=O)CNS(=O)(=O)c1ccc(Cl)cc1)NC1CCCCC1	i	-3	-20	-77	1.5	1.1	6.6	-3%	2.3	-0.15	1.2	-1.3	0.06	1195	0.8	1197	/	/	i
O=C(Nc1cccc(-c2cn3cccnc3n2)c1)c1ccc2c(c1)OCO2	i	5	/	/	4.6	5.3	9.5	-22%	-1.8	-0.35	-0.73	2.5	0.04	1392	2.3	1426	/	/	i
CCOC(=O)/C(C#N)=C\C1=C(N2CCCC2)CC(C)(C)OC1	i	-6	-21	-3	3.1	2.1	4.0	16%	0.15	-0.25	0.09	0.35	/	/	0.1	541	10	747	i
CC(C)CN(CC(C)C)S(=O)(=O)N1CCC(C(=O)NCc2ccco2)CC1	i	-9	-4	-8	2.6	2.5	6.2	7%	0.04	-0.26	-0.31	1	-0.33	1293	-2.1	1159	3	750	i
CCOC(=O)N1CCN(C2CC(=O)N(c3ccc(Oc4ccccc4)cc3)C2=O)CC1 (stereo not drawn)	i	-11	-5	-12	1.6	1.6	12	2%	-0.28	-0.078	0.15	0.37	-0.24	894	-0.7	1029	-8	779	i
COc1cc([N+](=O)[O-])ccc1-c1ccc(/C=N/NC(N)=O)o1	/	/	/	/	/	/	/	16%	3	1.5	2.7	-2.9	3.3*	896*	6.0	1083	-12	716	i
CC(CO)NCC12CC3CC(CC(C3)C1)C2 (stereo not drawn)	i	-8	-18	-9	3.2	3.0	10.0	2%	-0.56	-0.23	-0.68	0.98	0.16	1495	0.2	1476	2	648	i
CCOC(=O)C1CCCN(C(=S)Nc2ccc(OC)cc2)C1 (stereo not drawn)	i	8	-4	-11	3.9	2.6	11	13%	0.16	-0.097	-0.29	-0.16	-0.52	1182	-1.0	1110	14	654	i
CCc1ccc(OCC(=O)N/N=C/c2cc([N+](=O)[O-])ccc2N2CCCCCC2)cc1	i	4	12	1	2.9	2.5	11	-14%	0.58	0.89	0.84	-0.44	-0.51	1430	0.4	1074	-41	470	i
O=C(NN=C1CCCCCC1)NC1CCCCC1	i	9	2	20	2.0	2.3	0.5	-12%	4	0.12	3.4	-0.18	-2.1	597	0.4	485	0	617	i
CC(=O)N1N=C(c2cccs2)CC1c1cc2cc(C)ccc2nc1Cl (stereo not drawn)	/	/	/	/	/	/	/	2%	0.6	-0.79	-0.019	-0.66	0.43	738	-0.4	1359	18	734	i
Cc1cccc(NC(=O)c2ccccn2)c1C	i	-1	-5	-12	2.5	1.9	7.7	-5%	0.21	-0.2	-0.026	0.37	-0.14	1191	3.0	1093	/	/	i
CCOC(=O)N1C=CC=C[C@@H]2[C@@H](N3C(=O)c4ccccc4C3=O)C(=O)N21	i	-8	-15	-5	2.8	2.9	4.9	-2%	-0.45	-0.24	0.48	-0.24	0.18	1199	/	/	-5	723	i
COc1ccc(C)cc1NC(=O)c1ccc2c(SCC(=O)O)c3c(nc2c1)CCCC3	/	/	/	/	/	/	/	16%	-0.13	0.31	0.57	-0.49	0.07	1015	-0.4	1346	4	689	i
S=C1Nc2cc(Cl)ccc2Sc2ccccc21	i	16	7	6	5.0	2.0	0.3	-8%	1.3	-0.17	0.48	-0.38	-0.17	1203	/	/	-4	685	/
CCn1c(C)[n+](Cc2ccccc2)c2ccc(Cl)cc21	i	24	-6	6	2.7	2.5	7.7	8%	-0.61	-0.32	-0.43	0.49	-1.3	1135	-1.2	1034	-11	741	i
CCn1c(CSc2nc(C)cc(C)n2)nnc1SCC(=O)Nc1ccccc1	i	-2	11	25	3.8	1.9	5.4	2%	0.7	-0.2	0.44	-0.11	-0.47	1282	0.0	1066	0	670	i
CC(C)NS(=O)(=O)c1ccc(OCC(=O)N2CCCC2)cc1	i	-5	-16	5	3.5	1.2	4.7	0%	-0.31	-0.24	-0.38	-0.59	0.52	1080	0.0	1078	0	742	i
CC(C)CC(COCc1ccc(F)cc1)N1CCN(C(=O)c2cccc(C(F)(F)F)c2)CCC1=O (stereo not drawn)	i	20	17	-16	3.6	2.2	6.3	2%	-0.0027	-0.29	0.29	0.4	-0.65	1251	/	/	-17	717	i
Cc1cc2cc(C)c3nnc(SCC(=O)N4CCCc5ccccc54)n3c2cc1C	i	-5	18	21	2.8	1.3	7.2	11%	-0.49	-0.2	-0.44	-0.66	-2.1	661	-1.9	1077	-46	678	/
N#Cc1c2c(c(NCCOCCO)n3c1nc1ccccc13)CCCC2	i	18	-8	-10	2.1	2.1	6.2	1%	-0.83	-0.22	-0.39	0.73	-0.3	1205	-0.8	1086	-12	696	i
Cc1ccccc1C(=O)NC1CCN(CC(=O)NCc2ccc(F)cc2)CC1	i	18	2	-1	1.7	1.5	3.3	12%	0.64	-0.29	0.44	-0.51	1.2	1153	-0.1	1086	2	740	i
CCN(CC)S(=O)(=O)c1ccc(N=NC2=C(O)CCCC2=O)cc1	i	6	5	1	1.4	2.9	8.8	3%	0.58	-0.17	0.26	-0.25	0.5	1546	2.0	1161	11	537	i
O=C(c1cccc(S(=O)(=O)N2CCc3ccccc3C2)c1)N1CCN(c2ccc(O)cc2)CC1	i	20	1	-8	3.4	3.1	0.4	-71%	-0.73	-0.31	-0.67	0.87	0.27	1353	-3.3	580	-12	664	i
CCOC(=O)c1ccc2c(c1)nc(C)n2CC	i	-1	8	10	2.5	1.9	12	/	-1.2	-0.27	-0.6	0.44	/	/	/	/	/	/	i
C[C@@H]1CC=C[C@H]2[C@H]1C(=O)N(Cc1ccccc1)[C@H]2c1ccc(C(F)(F)F)cc1	/	/	/	/	/	/	/	13%	-0.49	-0.76	-0.28	0.56	/	/	-1.6	1241	-50	760	i
[O-][n+]1onc2c1CCc1nnc(-c3ccccc3)cc1-2	i	-7	-6	-6	2.6	1.2	0.3	-23%	-0.51	-0.22	-0.0027	1.1	-0.05	1214	0.1	1060	-1	683	i
CC(C)CCNC(=O)CN(Cc1ccc2c(c1)OCO2)C(=O)CCC(=O)Nc1ccccn1	i	-7	-19	-5	1.9	1.2	10	1%	-0.64	-0.24	-0.21	0.55	-0.85	1440	2.5	1416	/	/	i
O=C(CCC1CCCN(C(=O)c2ccc3cc[nH]c3c2)C1)NCc1ccc(F)c(F)c1 (stereo not drawn)	i	-5	-19	-8	/	/	/	-18%	-1.1	-0.35	-0.28	1	-0.13	1469	0.4	962	-16	730	i
O=C(CSCc1ccccc1Cl)NNC(=S)Nc1ccccc1	i	-40	23	10	3.7	2.3	11	1%	0.28	0.82	0.84	-1.4	-0.07	1578	0.3	1327	/	/	i
O=C(CCCN1C(=O)/C(=C\c2ccco2)SC1=S)Nc1cccc2ccccc12	i	-23	-25	-28	3.2	4.2	11	-12%	1.6	-0.069	0.79	-1.1	0.72	1182	0.6	894	-7	553	i
COc1ccc(Cl)cc1N1C(=O)C2CCCN2C1c1ccc(F)cc1 (stereo not drawn)	i	17	-11	4	1.4	3.8	5.8	0%	1.9	-0.1	1.4	-0.81	1.3	925	/	/	/	/	i
C/C(=N\OC(=O)c1cccc(Cl)c1)c1sc(C)nc1C	i	-4	12	-15	1.8	2.0	1.2	12%	2.2	-0.15	1.2	-1.8	1.7	897	/	/	-10	771	i
Cc1ccc(CN2CCN(Cc3ccc4cc(F)ccc4n3)CC2CCO)o1 (stereo not drawn)	i	-10	7	-7	2.2	1.0	14	2%	1.1	-0.079	0.65	-1.2	1.1	1484	0.5	879	-1	730	i

Quoted at random: two entries already listed
SMILES	Autophagy HCS	Autophagy HCS cell loss 18 h	WT yeast gro inh	WT yeast gro inh mutant strain	MT stabilizer	MT stabilizer Hoechst-high %	MT stabilizer cytotoxicity %	HEK293 NOD2/NF-kB	Dynein cargo inh	Dynein cargo inh cytoplasmic EGFP	Dynein cargo inh nuclear GR-EGFP	Dynein cargo inh cell count	Insulin prom up	Insulin prom up cell count	b-catenin transl	b-catenin transl cell count 5 µM	Hep lipid drop	Hep lipid drop cells 6.5 µM	Yfh1-depleted yeast
CCOC(=O)/C(C#N)=C\C1=C(N2CCCC2)CC(C)(C)OC1	i	-6	-21	-3	3.1	2.1	4.0	16%	0.15	-0.25	0.09	0.35	/	/	0.1	541	10	747	i
S=C1Nc2cc(Cl)ccc2Sc2ccccc21	i	16	7	6	5.0	2.0	0.3	-8%	1.3	-0.17	0.48	-0.38	-0.17	1203	/	/	-4	685	/

Screening data deposited in PubChem BioAssay by several laboratories.

Some of the compounds tested. The share of hits here may be higher or lower than overall.
